High-throughput results: PubChem BioAssay, several laboratories
E-sel TNF inh – TNF alpha driven E-selectin expression inhibition; HUVEC TNFa-induced E-selectin immunofluorescence, high content; inhibition, % at 2 µM; 120,000 compounds, 0.71% hits; AID 1246;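 active = inhibition above the batch mean plus 3 SD, and confirmed as a hit on visual image review, cut at about 43% in these data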;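 also: 0% = TNF-stimulated DMSO wells and 100% = unstimulated control wells; not every result past the cut was called active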
NPY-Y2 antag – antagonists of human neuropeptide Y receptor Y2; NPY-Y2 expressing cells, antagonist mode; inhibition, % at 2.7 µM; 140,000 compounds, 0.99% hits; in the data active = inhibition above about 17%;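 also: 0% = vehicle with agonist challenge and 100% = reference antagonist with challenge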
Target sequence (P49146 whole entry, looked up): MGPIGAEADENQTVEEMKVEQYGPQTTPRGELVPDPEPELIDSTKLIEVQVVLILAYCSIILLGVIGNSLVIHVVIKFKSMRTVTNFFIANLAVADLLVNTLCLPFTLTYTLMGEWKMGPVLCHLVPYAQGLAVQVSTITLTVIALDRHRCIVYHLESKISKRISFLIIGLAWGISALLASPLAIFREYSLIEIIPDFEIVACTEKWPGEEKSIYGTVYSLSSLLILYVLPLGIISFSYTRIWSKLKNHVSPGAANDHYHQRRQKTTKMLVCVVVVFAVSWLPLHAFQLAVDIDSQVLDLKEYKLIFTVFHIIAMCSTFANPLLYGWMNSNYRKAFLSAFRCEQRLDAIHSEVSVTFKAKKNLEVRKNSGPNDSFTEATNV
BB579 growth dn – reduces growth of yeast BB579 in restrictive medium; S. cerevisiae BB579 growth, OD615, 48 h; inhibition, % at 10 µM; 140,000 compounds, 0.51% hits; AID 804;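 active = inhibition above a set limit, 3 SD over the mean compound inhibition, cut at about 44% in these data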; also: inactives centre near -24
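Material: Saccharomyces cerevisiae DeaD strain BB579, replicative lifespan model yeast; buffer or medium: CSMM-D restrictive synthetic medium containing dextrose (glucose); compound: 10 µM single dose, DMSO 0.25%; timing: 48 h compound exposure at 30 °C after 4 h preincubation; signal: turbidity as optical density at 615 nm; benchmarks: positive control amphotericin B 10 µg/mL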
Phagocytosis inh – inhibitors of macrophage phagocytosis; J774A.1 macrophage IgG-bead phagocytosis, imaging; inhibition, % at 5 µM; 110,000 compounds, 0.07% hits; AID 1029;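 active = inhibition above the mean of the plate negative controls plus 5 SD, cut at about 13% in these data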;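 also: phagocytic index as fraction of beads internalized from green versus red external bead signal; plate controls were DMSO negative control for no effect and cytochalasin-D positive control for full effect; some results beyond the cut were filed as inactive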
Yeast life ext – yeast lifespan extension; S. cerevisiae growth with nicotinamide, OD615; deaD strain in restrictive glucose medium; inhibition of the nicotinamide effect, % at 10 µM; 130,000 compounds, 0.68% hits; AID 775;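 active = inhibition above a set limit, placed 3 SD over the median of all compounds, cut at about 26% in these data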;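 also: 0% = nicotinamide-treated wells and 100% = cells grown without nicotinamide; some compounds called inactive have numbers as strong as hits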
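Assay system: engineered S. cerevisiae DeaD replicative-lifespan strain, galactose-grown log-phase cells; medium: restrictive CSMM-D dextrose medium; also added: nicotinamide, 1.5 mM, co-present with compound; schedule: 48 h compound exposure at 30 °C, humidified; detection: absorbance at 615 nm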
MRP1 act – activators of MRP-1 | H69AR cells + doxorubicin, viability rescue, CellTiter-Glo | viability increase, % at 10 µM | 140,000 compounds, 0.61% hits | AID 799;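 active = viability gain under doxorubicin at or above a set limit, the compound median plus 3 SD, cut at about 4.7% in these data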;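 also: MRP-1 overexpressing cells given doxorubicin 25 µM after compound pretreatment; 18-22 h compound pretreatment then 72 h with doxorubicin before readout; 0% = doxorubicin-only wells and 100% = vehicle-treated cells without doxorubicin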
bCat KO growth – beta-catenin-lacking colon tumor cell growth suppression | HCT116 beta-catenin knockout viability, CellTiter-Glo, 60 h; hits give low values | AID 818 | viability, % at 10 µM | 140,000 compounds, 1.5% hits;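 active = viability at or under a set limit, the compound median less 4 SD, cut at about 6% in these data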;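 also: 0% = Hyamine 1622 control at 20 µM and 100% = untreated cell control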
Measles CPE – protection of cells from measles virus; 140,000 compounds, 1.5% hits; Measles virus-infected cells, CPE protection, absorbance; protection (pct of control), % at 4 µM; in the data active = protection mostly above about 24%, no sharp cut-off; inactive = mostly below about 26%; also: some compounds called inactive have numbers as strong as hits
PTEN del growth – suppresses growth of cells with PTEN deletion; 140,000 compounds, 1.2% hits; AID 827; HCT116 PTEN-null viability, CellTiter-Glo, 60 h; hits give low values; viability, % at 10 µM;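 active = viability at or below a set limit, 4 SD under the median of all tested compounds, cut at about 3.7% in these data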;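 also: PTEN knockout HCT116 line with beta catenin targeted HCT116 as companion control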
GALR2 antag – GALR2 (human) receptor antagonism | GALR2-expressing cells, antagonist mode | 140,000 compounds, 0.39% hits | inhibition, % at 4 µM | AID 828; in the data active = inhibition above about 27%;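 also: cells stimulated with galanin 1-16 at roughly its EC80; 0% = agonist challenge control and 100% = basal control without agonist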
Target sequence (O43603 whole entry, looked up): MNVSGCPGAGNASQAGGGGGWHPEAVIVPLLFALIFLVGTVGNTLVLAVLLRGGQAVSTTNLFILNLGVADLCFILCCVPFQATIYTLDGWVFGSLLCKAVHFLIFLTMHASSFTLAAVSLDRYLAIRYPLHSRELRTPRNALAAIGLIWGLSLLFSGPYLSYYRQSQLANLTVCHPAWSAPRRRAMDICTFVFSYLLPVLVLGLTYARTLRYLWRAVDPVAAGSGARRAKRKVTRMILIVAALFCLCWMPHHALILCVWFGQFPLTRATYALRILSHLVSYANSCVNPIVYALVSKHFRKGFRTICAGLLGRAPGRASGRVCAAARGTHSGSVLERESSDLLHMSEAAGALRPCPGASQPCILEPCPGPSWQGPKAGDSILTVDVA
Numbers without * were called inactive; nt = not tested or not shown; [ ] = remark or other dose. Outcome played no part in choosing rows; 6.3% or so of the library scored in one or more.

cpd | SMILES | E-sel TNF inh | NPY-Y2 antag | BB579 growth dn | Phagocytosis inh | Yeast life ext | MRP1 act | bCat KO growth | Measles CPE | PTEN del growth | GALR2 antag
1 | CN(C)S(=O)(=O)c1cc(C(=O)NCC2CCCO2)c(Cl)cc1Cl (stereo not given) | -4 | 1 | -33 | -1 | -1 | -0.8 | 114 | 25 | 102 | 8
2 | CN(CC(=O)N1CCCC1)S(=O)(=O)c1cc(Cl)ccc1Cl | 10 | 0 | -32 | 25*[artifact] | -5 | 1.2 | 100 | 21 | 96 | -15
3 | COc1cc(/C=C/c2ccc3cccc([N+](=O)[O-])c3n2)ccc1OCC#N | 18 | 0 | -40 | -11 | -4 | -1.4 | 83 | 8 | 70 | -5
4 | O=C(N/C=N/OCc1cccc(C(F)(F)F)c1)N1OC[C@@H]2COc3ccc4ccccc4c3[C@@H]21 | 4 | -2 | -48 | 0 | -4 | 2.3 | 65 | 5 | 68 | 5
5 | O=C(CCS(=O)(=O)c1ccc(Br)cc1)N1CCN(Cc2ccccc2)CC1 | -35 | 1 | -4 | -2 | 0 | -2.9 | 79 | 39 | 81 | -3
6 | Cc1nn(-c2ccccc2)c(N2CCCC2)c1/C=N/NC(=O)c1cccc(S(=O)(=O)Nc2ccc(Cl)cc2)c1 | nt | -2 | -11 | -7 | 3 | 0.7 | 82 | 12 | 71 | 0
7 | CCOn1c(=O)c(-c2cccs2)[n+]([O-])c2ccccc21 | 10 | 8 | -45 | 2 | -9 | -1.1 | 90 | 4 | 84 | 20
8 | Cc1ccc(C(c2nnnn2C2CCCCC2)N2CCc3ccccc32)cc1 (stereo not given) | nt | 3 | 1 | nt | 6 | 1.0 | 68 | 2 | 57 | 13
9 | Cc1cc(Nc2ccccc2)c2c([N+](=O)[O-])cc(C)c(C)c2n1 | -45 | 4 | -9 | 4 | -8 | -2.1 | 79 | 4 | 77 | -6
10 | CCN(CC)C(=O)c1sc(NC(=O)c2cc(-c3ccc(C)s3)nc3ccccc23)c(C(=O)OC)c1C | nt | 0 | -46 | -3 | -8 | 4.0 | 94 | 25 | 80 | -7
11 | CC1(C)OC(=O)C(=CNc2cccc(O)c2)C(=O)O1 | 20 | 1 | 6 | nt | -7 | 1.2 | 101 | 13 | 108 | -2
12 | COc1cc(/C=C2/C(=O)c3cccc([N+](=O)[O-])c3C2=O)c(Br)cc1O | nt | 1 | -21 | -5 | 17 | -4.0 | 7 | 5 | 10 | 19
13 | COc1ccccc1NC(=O)c1nn(-c2ccc(Cl)cc2)ccc1=O | -39 | 2 | -6 | 1 | -27 | -0.6 | 84 | 8 | 85 | 2
14 | COc1ccc(OC)c(CN(CCCN2CCOCC2)S(=O)(=O)c2ccc(NC(C)=O)cc2)c1 | -49 | -1 | -55 | 0 | -15 | -3.2 | 100 | 5 | 95 | 10
15 | Cc1cc(Nc2cc(F)ccc2C)n2ncnc2n1 | -26 | 1 | -52 | 0 | -6 | 0.2 | 91 | 3 | 101 | 7
16 | O=c1c2ccccc2nc(-c2ccc(Cl)c(Cl)c2)n1O | -7 | -2 | -17 | -1 | 76* | -1.8 | 86 | 11 | 75 | -5
17 | O=C(Nc1ccc([N+](=O)[O-])c(NC(=O)C2CCCO2)c1)C1CCCO1 (stereo not given) | nt | 0 | -18 | -5 | 6 | -1.3 | 85 | 6 | 99 | 12
18 | CCOC(=O)C1(CC)CC(CSc2nc3ccccc3[nH]2)OC1=O (stereo not given) | 18 | -1 | -54 | -2 | -1 | 1.6 | 84 | 16 | 92 | 16
19 | O=S(=O)(c1ccc(F)cc1)c1nc(-c2ccccc2F)oc1N1CCCCC1 | 5 | 12 | -4 | 2 | 0 | 1.3 | 79 | 53 | 75 | 11
20 | CCn1c(Cc2c(C)[nH]c3ccccc23)n[nH]c1=S | 8 | 3 | 2 | 1 | -10 | -3.9 | 103 | 8 | 104 | 10
21 | O=C(/C=C/c1ccc2c(c1)OCO2)Nc1nc(-c2ccccc2)cs1 | -18 | 5 | -19 | nt | -5 | 1.7 | 27 | 7 | 34 | 1
22 | CCOC(=O)c1c(NC(=O)CNCCOC)sc2c1CCCC2 | -18 | 15 | -35 | nt | nt | -1.8 | 88 | 5 | 90 | 7
23 | Cc1cc(C)cc(NC(=O)c2cc(Cl)sc2Cl)c1 | 31 | 5 | -15 | -14 | -4 | 3.6 | 82 | 31 | 83 | 0
24 | Cc1c(NC(=O)CSc2n[nH]c(-c3ccccc3)n2)c(=O)n(-c2ccccc2)n1C | 2 | 1 | -20 | nt | -4 | -1.2 | 88 | 18 | 94 | -20
25 | COCC(C)n1c(SCC(=O)NC(=O)Nc2ccc3c(c2)OCCO3)nc2ccccc2c1=O (stereo not given) | nt | 2 | -40 | 0 | -6 | -0.9 | 79 | 11 | 79 | -12
26 | CCOc1nc(Oc2cccc(C(=O)O)c2)nc(Oc2cccc(C(=O)O)c2)n1 | nt | 8 | -25 | -1 | -16 | -1.3 | 90 | 4 | 94 | 10
27 | O=C1N/C(=C\c2ccccc2)c2ccccc21 | 11 | 5 | -65 | 0 | -14 | -2.2 | 43 | 2 | 39 | 0
28 | COc1ccc(C(=O)N2CCC(C(=O)NCc3ccccn3)CC2)cc1 | nt | 3 | -3 | 0 | -6 | -0.5 | 97 | 14 | 101 | -4
29 | CC(CN1c2ccccc2Sc2ccccc21)N(C)C (stereo not given) | nt | 2 | -4 | nt | 1 | -1.6 | 75 | 3 | 70 | 6
30 | Cc1occc1C(=O)Nc1ccc(S(=O)(=O)N2CCCC2)cc1 | -14 | -2 | -12 | 1 | 7 | -1.2 | 82 | 4 | 82 | -10
31 | S=c1[nH]nc(-c2cnccn2)n1-c1ccccc1 | 11 | 3 | 4 | 1 | -19 | -1.7 | 92 | 6 | 104 | -30
32 | CC(=O)c1cc(-c2ccc(F)cc2)n(CCC(=O)Nc2cc(C)[nH]n2)c1C | -11 | -1 | -45 | nt | -3 | -2.6 | 103 | 21 | 95 | -10
33 | N#C/C(=C\c1ccccc1)c1nc2ncccc2[nH]1 | 27 | 1 | -32 | nt | -9 | -0.6 | 97 | 56* | 95 | -1
34 | O=C(CSc1ncc(C(F)(F)F)cc1Cl)N1CCN(S(=O)(=O)c2ccc(Cl)cc2)CC1 | -33 | 3 | -57 | nt | 17 | 1.3 | 43 | 14 | 36 | 1
35 | C/C(=N/NC(=O)CSCc1ccc(Cl)cc1)c1cccc(NC(=O)c2ccccc2)c1 | -21 | -1 | 3 | 2 | -7 | -1.3 | 94 | 6 | 93 | 3
36 | CC(C)(C)c1ccc(S(=O)(=O)N2CCCCC2)cc1 | 1 | 0 | -40 | -1 | 18 | -2.5 | 80 | 9 | 82 | -4
37 | CCC(=O)N(Cc1cc2cc(OC)ccc2[nH]c1=O)c1cc(C)ccc1C | 31 | 3 | -17 | 0 | -16 | -2.7 | 75 | 0 | 66 | 1
38 | CCOc1cc(CNCCO)cc(Br)c1OCc1ccccc1Cl | -24 | 7 | 12 | nt | -15 | -3.1 | 1.2* | 8 | 1.4* | 10
39 | Cc1ccccc1OCC(=O)NCC(=O)N/N=C/C=C/c1ccccc1 | 11 | 4 | 9 | 0 | -16 | 0.0 | 96 | 19 | 101 | -3
40 | O=C(O)CCCN=C1NC2(CCCC2)Cc2ccccc21 | 12 | 1 | -12 | nt | nt | -0.8 | 96 | 3 | 99 | -6
41 | O=C1c2cccc3c([N+](=O)[O-])ccc(c23)C(=O)N1c1ccc(Cl)cn1 | 37 | 1 | -23 | 2 | 33* | -7.1 | 1.8* | 5 | 1.6* | 18
42 | CC(=O)Nc1ccc(NC(=O)c2ccc(-n3c(C)ccc3C)cc2)cc1 | -3 | 8 | -45 | -8 | -3 | -4.3 | 18 | 10 | 15 | -8
43 | CCn1c2ccccc2c2cc(NC(=O)C/C(C)=N/NC(=O)c3ccccc3N)ccc21 | -1 | -2 | -12 | nt | -24 | 4.5 | 79 | 7 | 72 | -1
44 | Cc1onc(-c2ccccc2Cl)c1C(=O)Nc1nnc(-c2ccc(Cl)cc2Cl)s1 | -4 | 5 | -2 | 0 | -5 | -1.2 | 92 | 14 | 88 | -3
45 | NC(=O)c1nsc(C(=O)N(CC(=O)NCc2ccc3c(c2)OCO3)C2CCCC2)c1N | 3 | -3 | -29 | -1 | 41 | -1.7 | 101 | 27 | 104 | 0
46 | COc1ccc2cc(CN(CC3COCCO3)S(=O)(=O)c3ccc(Cl)cc3)c(=O)[nH]c2c1 (stereo not given) | -22 | -4 | -53 | 0 | -16 | -5.6 | 20 | 20 | 27 | 1
47 | COc1ccc(C(=O)NC(=S)NC2CCSC2=O)cc1 (stereo not given) | nt | 0 | -45 | -4 | -3 | 3.0 | 97 | 4 | 107 | -2
48 | Nc1n[nH]c(-c2ccc(Br)cc2)c1Cl | -25 | -3 | -28 | nt | -28 | -3.6 | 73 | 20 | 68 | 6
49 | CCOc1ncccc1C(=O)N(CC)CC(=O)Nc1ccc(NC(C)=O)cc1 | -2 | 4 | -29 | -2 | -1 | -1.5 | 104 | 13 | 105 | 7
50 | COc1ccc(C2=NN(C(=O)CSc3ncccn3)C(c3ccc(C)cc3)C2)cc1 (stereo not given) | nt | 4 | -25 | 2 | 3 | -0.7 | 69 | 6 | 58 | -13
51 | CC1=NN(c2ccc(C(=O)OC(C)C)cc2)C(=O)/C1=C\C=C\c1ccco1 | -16 | 2 | -21 | nt | nt | -7.1 | 49 | 6 | 60 | 3
52 | C/C(=N/O)c1c(O)c(C)c(-c2ccccc2)n(-c2ccccc2)c1=O | nt | 4 | -12 | -3 | 0 | -3.5 | 100 | 27 | 100 | -7
53 | COc1ccc(CNC(=O)C2=C(C)C(=O)OC23CCC(C)CC3)cc1 (stereo not given) | nt | -3 | 13 | 3 | -12 | -2.5 | 91 | 12 | 72 | -4
54 | Cc1cc(C)c2c(n1)nn1c(NCCCN(C)C)cc(C)nc21 | nt | 4 | -21 | -1 | -6 | 0.1 | 82 | 12 | 88 | 12
55 | COc1cc(NC(=O)COc2ccc(F)cc2)nc(OC)n1 | nt | 2 | -12 | -1 | -13 | 0.4 | 86 | 2 | 95 | -1
